PPC-1+TRAIL kill: compounds killing PPC-1 cancer cells with TRAIL present, primary screen, TRAIL potentiator project, ATPLite luminescence, uHTS. PPC-1 cells + TRAIL, ATPLite viability luminescence. 220,000 compounds, 0.41% hits. cell killing (% activity), % at 4 µM;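 active = cell killing above 50% in the first pass at 4 µM, then a duplicate retest at 5 µM averaging 50% or more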;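 note: plate controls were cells with TRAIL plus DMSO for no effect and medium-only wells lacking cells for full effect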
PGE2 EP2 inh: human EP2 receptor antagonists, primary screen, TR-FRET cAMP, C6 glioma cells; inhibition, % at 25 µM; AID 1422, 2008; C6 glioma cells expressing human EP2; cells stimulated with saturating PGE2; Prostaglandin E2 receptor EP2 subtype (Homo sapiens), P43116; 260,000 compounds, 0.52% hits;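 active = percent inhibition above 40 after rounding to a whole number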;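 note: rat C6 glioma host cells with rolipram phosphodiesterase inhibitor present; the protocol text gives 20 µM as final concentration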
Target sequence (P43116 whole entry, looked up): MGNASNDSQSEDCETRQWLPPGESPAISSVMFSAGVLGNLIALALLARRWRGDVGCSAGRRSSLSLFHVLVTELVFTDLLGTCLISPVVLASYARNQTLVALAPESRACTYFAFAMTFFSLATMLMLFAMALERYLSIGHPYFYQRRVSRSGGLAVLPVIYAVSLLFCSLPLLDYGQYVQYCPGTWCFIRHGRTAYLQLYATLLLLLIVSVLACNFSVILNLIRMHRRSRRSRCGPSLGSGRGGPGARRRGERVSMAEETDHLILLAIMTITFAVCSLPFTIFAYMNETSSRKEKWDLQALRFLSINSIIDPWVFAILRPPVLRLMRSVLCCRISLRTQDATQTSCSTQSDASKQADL
Wee1 stabilizer: Wee1 degradation inhibitors, primary screen, cell-based, HeLa, Wee1K328M-luciferase, luminescence. Wee1-like protein kinase (Homo sapiens), P30291. HeLa Luc-Wee1K328M stability; 100% = proteasome inhibitor MG132 effect. reporter increase, % at 5 µM. 220,000 compounds, 1.2% hits. AID 1321, 2008;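 active = activation above the mean of all tested compounds plus 3 SD, set per screening run, cut at about 8.8% in these data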;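 note: cells exposed to compound for 20 h before luminescence read; 0% = DMSO alone and 100% = MG132 at 30 µM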
Target sequence (P30291 whole entry K328M): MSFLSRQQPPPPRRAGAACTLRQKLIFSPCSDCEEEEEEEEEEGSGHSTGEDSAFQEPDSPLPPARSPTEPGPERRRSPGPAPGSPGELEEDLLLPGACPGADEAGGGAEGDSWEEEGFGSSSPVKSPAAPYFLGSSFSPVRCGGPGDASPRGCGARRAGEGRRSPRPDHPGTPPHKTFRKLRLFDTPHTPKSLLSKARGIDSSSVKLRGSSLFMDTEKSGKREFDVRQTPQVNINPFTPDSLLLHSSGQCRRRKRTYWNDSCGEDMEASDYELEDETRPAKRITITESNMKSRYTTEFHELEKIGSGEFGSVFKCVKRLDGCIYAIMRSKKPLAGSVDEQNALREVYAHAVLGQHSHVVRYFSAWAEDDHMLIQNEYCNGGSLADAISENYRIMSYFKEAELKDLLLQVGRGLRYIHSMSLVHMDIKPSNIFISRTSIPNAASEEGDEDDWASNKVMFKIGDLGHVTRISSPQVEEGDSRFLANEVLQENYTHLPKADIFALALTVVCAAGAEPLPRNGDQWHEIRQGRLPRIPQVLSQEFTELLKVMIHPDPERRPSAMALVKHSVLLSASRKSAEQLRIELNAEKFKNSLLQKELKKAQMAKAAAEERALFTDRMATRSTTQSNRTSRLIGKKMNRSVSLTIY
FXIa inh: human FXIa protease inhibitors, primary screen, biochemical, 1536-well. Coagulation factor XI (Homo sapiens), P03951. purified FXIa, Boc-Glu-Ala-Arg-AMC fluorogenic substrate. inhibition, % at 5 µM. 220,000 compounds, 0.14% hits. AID 798, 2007;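 active = inhibition of at least 40%; inactive = inhibition below 40%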;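 note: fluorescence of freed AMC excited at 355 nm; 0% = enzyme without compound and 100% = no enzyme blank; many of its hits are not listed in these tables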
CHOP inh: inhibitors of CHOP promoter induction, primary screen, cell-based, unfolded protein response, luciferase reporter; 220,000 compounds, 3.8% hits; CHO-K1 CHOP-promoter luciferase, tunicamycin-induced, 15-18 h; inhibition, % at 10 µM;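 active = compounds that reduced the stress-induced luciferase reporter signal by more than about 70% of percent inhibition, limit read from the data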;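 note: 0% = tunicamycin plus vehicle and 100% = wells without tunicamycin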
TNF necrop inh: inhibitors of TNF-alpha triggered necroptosis, primary screen, cell-based, Jurkat FADD-/-, single concentration; Jurkat FADD-/- TNF necroptosis rescue, ATP luminescence, 24 h; 0 = TNF only, 100 = no-TNF cells; activation (protection from cell death), % at 10 µM; 220,000 compounds, 0.068% hits;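 active = activation, meaning protection from cell death, of at least 50% relative to plate controls; inactive = activation below 50%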;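 note: necroptosis triggered by 40 ng/mL TNF-alpha added together with compound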
L929 necroptosis: inhibitors of zVAD-triggered necroptosis, primary screen, L929 cells | L929 zVAD necroptosis rescue, ATP luminescence, 24 h; with zVAD 60 µM | AID 1377, 2008 | viability rescue, % at 10 µM | 220,000 compounds, 0.38% hits;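 active = activation, scaled between plate controls, above about 75%, limit read from the data; inactive = activation under that limit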;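 note: 0% = zVAD with DMSO and 100% = DMSO alone without zVAD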
TbHK1 inh: Trypanosoma brucei hexokinase 1 inhibitors, primary screen, biochemical, G6PDH-coupled NADH absorbance, MLSCN library; inhibition, % at 10 µM; AID 1430, 2008; recombinant TbHK1, G6PDH-coupled NADH A340; 220,000 compounds, 0.11% hits;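 active = inhibition of 50% or more in the single-dose primary screen; inactive = inhibition below 50%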
FXIIa inh: human FXIIa protease inhibitors, primary screen, biochemical, 1536-well | Coagulation factor XII (Homo sapiens), P00748 | 220,000 compounds, 0.3% hits | inhibition, % at 5 µM | purified FXIIa, Boc-QGR-AMC fluorogenic substrate, 2 h; in the data active = inhibition above about 40%;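 note: 0% = enzyme with no compound and 100% = blank without enzyme; many of its hits are not listed in these tables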
* hit, by the source's call; · = not tested or not shown; & = joins results of further samples. These rows are one share of the data; count on the stated rates, not on these rows.

Compound	PPC-1+TRAIL kill	PGE2 EP2 inh	Wee1 stabilizer	FXIa inh	CHOP inh	TNF necrop inh	L929 necroptosis	TbHK1 inh	FXIIa inh
CCOc1ccc(Nc2ncnc(N)n2)cc1	29	7	-1	1	8	-0.9	2.0	5	15
COc1ccc2c(c1)oc(=O)c1ccccc12	6	20	0	-2	21	-0.8	8.2	-12	-1
CCCOc1ccccc1C1CC(=O)NC2=C1C(=O)CCC2 (stereo unspecified)	8	9	-1	7	·	-13	0.1	4	19
COc1ccc(NC(=O)CSc2ccccc2)c([N+](=O)[O-])c1	-7	4	-1	5	10	2.7	0.3	-4	5
O=C(c1ccco1)N1CCC(c2ccccc2)C1 (stereo unspecified)	4	5	-2	-2	28	-0.7	0.0	-5	-2
CC(C)Cn1c(N)c(C(=O)NCC2CCCO2)c2nc3ccccc3nc21 (stereo unspecified)	-1	10	1	5	23	-9.5	5.6	-11	4
CCCc1cc(Nc2cccc(OC)c2)n2ncnc2n1	-8	9	0	-4	44	-6.6	-0.6	5	9
COc1ccc(CCNC(=O)C2CCCCC2C(=O)O)cc1OC (stereo unspecified)	10	7	0	-2	-5	0.2	-0.1	59*	15
CNC(=S)NNc1nncc2ccccc12	6	6	-1	-3	5	-1.0	4.5	-19	7
CCCCCCCOc1ccc(-c2ccc(C#N)cn2)cc1	19	6	1	6	27	-0.2	1.4	30	11
Cc1ccc(-n2c(SCC(=O)Nc3ccc4c(c3)OCO4)nnc2-c2ccccn2)cc1	-10	6	0	-17	23	1.2	1.4	1	9
Cc1nc(-c2cc(-c3nc(-c4ccc(C(C)(C)C)cc4)no3)no2)cs1	-11	11	-1	18	-7	-1.1	-0.2	-4	3
O=C(Cn1cnc2cc(Cl)ccc2c1=O)Nc1ccc2c(c1)OCO2	20	8	2	-11	11	-1.5	0.2	2	-4
CCCCCCCCS(=O)C1CCS(=O)(=O)C1 (stereo unspecified)	3	7	-1	2	16	-0.5	-0.3	0	-6
O=C(NC(=S)N1CCCc2ccccc21)c1ccccc1	9	-2	0	4	5	-2.6	-0.2	-6	10
CC(=O)NC(Cc1c[nH]c2ccccc12)C(=O)Nc1ccc2c(c1)OCO2 (stereo unspecified)	7	8	1	2	15	-0.7	-0.7	5	15
O=C(Nc1cc(C(F)(F)F)ccc1N1CCOCC1)c1ccc(F)cc1	5	12&12	5	2	26	-0.1	-0.4	-4	16
Cc1cc(Oc2ccccc2)nc(NCc2ccccc2)n1	13	11	-2	-8	63	-1.2	0.2	3	4
COc1cc([C@H]2[C@@H]3CCCC[C@]3(O)CCN2CC(=O)Nc2ccc(C)cc2)ccc1O	4	5	-4	2	5	1.0	0.4	1	15
CNc1c([N+](=O)[O-])cnn1-c1ccccc1F	16	7	3	-3	-3	-1.6	-0.4	-16	4

Part of the list above, with each value named:
COc1ccc2c(c1)oc(=O)c1ccccc12
  PPC-1+TRAIL kill: 6	PGE2 EP2 inh: 20	Wee1 stabilizer: 0	FXIa inh: -2	CHOP inh: 21	TNF necrop inh: -0.8	L929 necroptosis: 8.2	TbHK1 inh: -12	FXIIa inh: -1
CCCOc1ccccc1C1CC(=O)NC2=C1C(=O)CCC2 (stereo unspecified)
  PPC-1+TRAIL kill: 8	PGE2 EP2 inh: 9	Wee1 stabilizer: -1	FXIa inh: 7	CHOP inh: ·	TNF necrop inh: -13	L929 necroptosis: 0.1	TbHK1 inh: 4	FXIIa inh: 19

Following part:
Compound	PPC-1+TRAIL kill	PGE2 EP2 inh	Wee1 stabilizer	FXIa inh	CHOP inh	TNF necrop inh	L929 necroptosis	TbHK1 inh	FXIIa inh
NC1=NC(=O)/C(=C\c2cccnc2)S1	-10	5	-1	-3	39	2.9	3.4	-27	4
COc1ccc(CNC(=O)CSCc2cccc(Cl)c2)cc1	8	6	-1	6	24	2.4	0.1	5	1
O=C(O)c1ccc(N2CC3CC(C2)c2cccc(=O)n2C3)c(NC(=S)Nc2ccc(Br)cc2)c1 (stereo unspecified)	5	11	-1	-1	18	-0.1	11	-8	10
Cc1nc2ccccc2c2c1C(=O)N(c1cccc(C(=O)O)c1)C2=O	1	8	-3	-4	3	-0.7	1.2	-1	·
Cc1cc(-c2ccn[nH]2)c(C)s1	0	3	-3	1	-25	-0.4	1.4	-6	11
COCc1cc(Sc2ccc(Cl)cc2)nc(C)n1	12	6	-2	-2	2	-0.7	0.9	2	6
Cc1ccc(-n2nc(C(=O)NCc3ccco3)c3c4ccccc4n(C)c3c2=O)cc1	18	·	-3	6	32	-3.0	1.1	-11	16
C[N+]1(CN2C(=O)C3C4C=CC(C4)C3C2=O)CCCCC1 (stereo unspecified)	8	14	-1	1	17	3.4	0.2	-10	5
CCn1c2ccccc2c2nnc(SCC(=O)NC3CCS(=O)(=O)C3)nc21 (stereo unspecified)	7	-1	2	23	2	3.2	-0.3	-14	32
COc1ccc(CNC(=O)c2cc(C)nc3ccccc23)cc1OC	0	7	0	-5	-4	0.8	6.7	-1	1
Cn1cccc1/C=N/NC(=O)c1ccco1	-10	5	1	0	3	-1.5	1.6	-67	10
CCOC(=O)Nc1nc(-c2ccccc2)c(C(=O)c2ccccc2)s1	9	18	1	-17	44	-16	-1.0	-8	6
Cc1cccc(NC(=S)N/N=C(\c2ccccc2)C(C)C)c1	-1	3	0	3	-56	-2.1	-2.0	15	5
CCOc1ccc(C(c2c(C)[nH][nH]c2=O)c2c(C)[nH][nH]c2=O)cc1OCC	-1	3	2	-7	-7	-1.5	-0.2	-10	4
Cc1nc(SC2CCOC2=O)c2c(C)c(C)sc2n1 (stereo unspecified)	-10	10	-1	-10	-4	-1.5	0.1	-3	-10
Cc1oc(-c2ccccc2)nc1CS(=O)CC(=O)N1CCc2ccccc2C1 (stereo unspecified)	12	12	5	1	23	-1.0	2.3	-8	10
CCOC(=O)c1c(CN2CCN(C)CC2)oc2ccc(O)cc12	13	7	0	1	22	-12	-0.1	-2	2
O=C(c1ccco1)N1CCN(S(=O)(=O)c2ccc(Br)s2)CC1	48	3	1	3	29	-0.9	-0.1	2	8
C[C@H](CS)C(=O)N1CCC[C@H]1C(=O)O	-6	13&19&13	0	7	-7&-14	0.3	1.0	9	7
CCOc1ccc(NC2OC(CO)C(O)C(O)C2O)c([N+](=O)[O-])c1 (stereo unspecified)	12	4	0	13	7	-0.1	0.9	8	4
O=C(CSc1n[nH]c(-c2cccnc2)n1)Nc1ccccc1	-2	11	-2	7	1	-0.1	1.3	4	14
COc1ccc(NC(=O)NCc2ccccc2F)cc1OC	·	2	-2	-1	9	1.6	1.4	-2	6
CC(=O)Nc1cccc(NC=C(C#N)C#N)c1	-8	9	-4	-1	10	-0.2	0.7	-14	6
NC(=O)CSc1ncc(-c2ccccc2)[nH]1	11	3	-2	7	-6	0.1	0.4	-4	19
Brc1ccc2oc(-c3ccn[nH]3)cc2c1	17	10	3	1	0	1.4	21	6	2
CCCn1c(SCC(N)=O)nnc1C(C)C	15	10	2	-9	-14	-0.1	0.0	35	-2
CCOc1cccc(CNCCSc2nnnn2C)c1	9	12	6	4	-4	0.6	0.1	7	12
COc1cccc(C2c3c(oc4ccc(F)cc4c3=O)C(=O)N2CCCN2CCOCC2)c1 (stereo unspecified)	34	·	-2	2	18	0.2	1.3	-5	16
COc1ccc(CNC(=O)CCCCCNc2nc(=S)[nH]c3ccccc23)cc1	11	9	6	-3	4	1.1	28	-1	9
COc1ccccc1Oc1nc([N+](=O)[O-])nn1CC(N)=O	12	2	1	-2	9	-0.1	1.3	0	8
COC(=O)c1ccc(C2NC(=S)N(c3ccccc3)C(C)=C2C(=O)Nc2ccccc2OC)cc1 (stereo unspecified)	-4	5	-1	-14	25	-1.3	-0.7	-9	4
O=C(CN1CCN(c2ccccc2F)CC1)NC(=O)NCc1ccccc1	11	3	2	-5	-1	0.0	3.2	3	13
CCOC(=O)Cc1csc(NC(=O)CCSc2ccccc2)n1	-10	10	-2	-5	17	8.1	1.2	0	-3
Cc1cc(NC(=O)c2cccs2)n(-c2nc3ccccc3[nH]2)n1	14	7	2	4	-33	2.1	-0.7	-11	12
CCOC(=O)c1ccc(NC(=S)N2CCCC2)cc1	9	6	3	1	10	0.5	0.5	-4	4
O=C(NCCc1ccccc1)c1cccnc1	24	9	1	3	-30	0.6	0.9	-6	10
COc1ccc(N(C(=O)CNS(=O)(=O)c2ccccc2)C(C(=O)NCc2ccco2)C(C)C)cc1 (stereo unspecified)	22	10	3	-2	10	0.9	1.0	3	8
COC(=O)C1C2CCC(C2)C1C(=O)OCC(=O)c1ccccc1 (stereo unspecified)	24	6	-1	-5	10	-1.7	-0.1	-4	-5
COC(=O)CN(c1ccc(OC)cc1OC)S(=O)(=O)c1ccccc1[N+](=O)[O-]	·	16	2	-4	-2	0.5	-1.5	-2	5
CCN(CC)S(=O)(=O)c1ccc(N2CCOCC2)c(NC(=O)c2ccccc2)c1	23	11	1	33	-32	0.6	0.1	7	15
Cc1ccc(F)cc1NC(=O)c1c(-c2ccccc2)noc1C	19	12	0	6	45	-0.4	-0.1	-7	10
COC(CNC(=O)Cc1c(C)nc2c(-c3ccccc3)c(C)nn2c1C)OC	7	8	-1	3	-3	-0.6	-0.6	5	-4
CC(=O)NC1(c2nnnn2CCOC(=O)Nc2ccc(Cl)cc2)CCCCC1	8	11	1	7	-1	-0.8	0.5	6	10
Fc1ccc(-c2csc(N3CCC(c4ccccc4)C3)n2)cc1 (stereo unspecified)	1	11	2	11	35	0.7	0.2	-2	13
COC(=O)c1ccc(S(=O)(=O)c2ccccc2)c(N)c1	-8	7	1	-2	11	1.7	0.4	21	-4
O=C(c1ccc(Br)cc1)N1CCCC(c2nc(-c3cccs3)no2)C1 (stereo unspecified)	5	16	-5	0	18	-0.6	-1.0	-5	14
C/C(N)=C(/C#N)C(=O)COC(=O)c1cccc2ccccc12	15	4	0	9	9	0.2	1.2	6	8
Cc1ccc2c(Cl)c(C)c(N3CCCCC3)nc2n1	12	7	-1	-6	23	50	0.1	-15	4
NC(=O)CSc1ccc(F)cc1	-7	7	-3	-4	-12	3.1	3.7	-7	-3
CC(=O)OCc1c(C(F)(F)F)nn(C)c1Oc1ccccc1	9	13	-2	5	-12	1.0	0.1	4	19
O=S(=O)(/N=C(\c1ccccc1)N1CCOCC1)c1ccc(Cl)cc1	-2	7	1	20	-10	1.3	1.9	3	19
CCOC(=O)N1CCN(S(=O)(=O)c2cc([N+](=O)[O-])ccc2C)CC1	1	8	-1	-4	-4	0.0	0.7	-4	5
CCCC(=O)OCC(=O)Nc1ccccc1C#N	-9	6	-1	-2	-15	0.3	-0.8	-5	2
O=C(CP(=O)(c1ccccc1)c1ccccc1)N1CCCCC1	-11	7	3	0	56	-1.5	-0.5	1	-2
CCOC(=O)C(C)Sc1nc2c(cnn2-c2ccc(C)cc2)c(=O)[nH]1 (stereo unspecified)	8	23	6	12	·	-0.3	1.3	-4	16

Source: PubChem BioAssay
